# CYP2C9 inhib: blockers of cytochrome P450 2C9 activity – biochemical, luminescence, ADME assay, primary screen. CYP2C9 Supersomes, luciferin-H conversion. inhibition, % at 5 µM. actives 20% (n = 96,000). AID 777, 2007;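 active = blocking of liver enzyme CYP2C9 beyond about 50% at 5 µM, limit read from the data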; also: values of inactives mirror those of a sister screen read the other way
# Target sequence (P11712 whole entry, looked up): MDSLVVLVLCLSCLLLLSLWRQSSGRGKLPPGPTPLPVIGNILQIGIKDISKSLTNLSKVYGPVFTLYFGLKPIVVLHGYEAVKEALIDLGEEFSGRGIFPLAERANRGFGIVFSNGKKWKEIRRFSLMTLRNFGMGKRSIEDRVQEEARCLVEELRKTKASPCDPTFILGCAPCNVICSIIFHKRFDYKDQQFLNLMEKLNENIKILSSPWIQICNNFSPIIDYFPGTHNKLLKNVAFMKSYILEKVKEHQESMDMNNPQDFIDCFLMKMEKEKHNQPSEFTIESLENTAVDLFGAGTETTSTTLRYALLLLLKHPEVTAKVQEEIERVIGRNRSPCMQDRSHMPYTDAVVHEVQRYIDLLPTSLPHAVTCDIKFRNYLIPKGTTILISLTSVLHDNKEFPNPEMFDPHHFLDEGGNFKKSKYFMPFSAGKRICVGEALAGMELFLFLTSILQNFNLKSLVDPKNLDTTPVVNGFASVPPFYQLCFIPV
# CYP2C19 activ: human CYP2C19 activators, primary screen, biochemical, luminescence; activation factor at 5 µM; Cytochrome P450 2C19 (Homo sapiens), P33261; AID 1025, 2008; recombinant CYP2C19, luciferin-H EGE luminescence; stronger effect = higher value; 0 = fully inhibited enzyme, 1 = untreated enzyme; 96,000 tested, under 10 active;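 active = activation factor of at least 2 at 5 µM in the primary screen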;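 also: 0 = wells with 2.5 mM tranylcypromine and 1 = vehicle-only wells; values of inactives mirror those of a sister screen read the other way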
# CYP2C9 act: human CYP2C9 activators, primary screen, biochemical, luminescence | recombinant CYP2C9, luciferin-H conversion; stronger effect = higher value; factor 1 = untreated enzyme, 0 = blocked | activation factor at 5 µM | actives 1.4% (n = 96,000);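 active = activation factor of 2 or more for CYP2C9 at a 5 µM dose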;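 also: 0 = sulfaphenazole-blocked wells and 1 = vehicle-only wells; values of inactives mirror those of a sister screen read the other way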
# Mac1 fbg enh: enhancers of CD11b/CD18 adhesion to fibrinogen, primary screen, K562 cells, luminescence; ATPlite luminescence; actives 0.07% (n = 93,000); Integrin beta-2 (Homo sapiens) + Integrin alpha-M (Homo sapiens), P05107+P11215; activation, % at 10 µM; AID 1499, 2009;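 active = 10 µM primary screen giving 50% or more activity, confirmed by 40% or more on retest at that dose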; also: strong numbers were not always called active; reference of the scale not given here
# MT1-MMP txn act: MT1-MMP promoter reporter activation – cell-based, luciferase luminescence, primary screen. actives 0.16% (n = 86,000). HT1080 MT1-MMP promoter luciferase reporter, overnight; stronger effect = higher value. activation factor at 10 µM. AID 750, 2007;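 active = activation factor of at least 2 for MT1-MMP transcription at 10 µM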
# Mac1 fbg inh: inhibitors of CD11b/CD18 adhesion to fibrinogen, primary screen, K562 cells, luminescence. ATPlite luminescence; Mn2+ added to activate the integrin. inhibition, % at 10 µM. actives 0.54% (n = 93,000). AID 1497, 2009;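 active = primary inhibition of 50% or more at 10 µM, then 40% or more on retest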; also: some results filed as inactive read as strong as hits
# Pyk2 oligo antag: antagonists of Pyk2 self-association, primary screen, Q293 cells, FERM NanoBiT luminescence, HTS. stronger effect = lower value. z-score (the deposit names both 25 µM and 10 µM). actives 0.83% (n = 99,000). AID 1347419, 2020;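 active = Z-score of -3 or lower, scaled per plate to the spread of control and sample wells; inactive = z-score above -3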;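 also: negative z-score means lost luminescence so less FERM oligomerization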
# PLAP activator: PLAP enzyme activators, biochemical, luminescence, HTS. Alkaline phosphatase, placental type (Homo sapiens), P05187. purified PLAP enzyme, luminescent substrate read-out; stronger effect = higher value. activation fold at 20 µM. actives 1.2% (n = 96,000). AID 696, 2007; in the data active = activation fold above about 2
# Target sequence (P05187 whole entry, looked up): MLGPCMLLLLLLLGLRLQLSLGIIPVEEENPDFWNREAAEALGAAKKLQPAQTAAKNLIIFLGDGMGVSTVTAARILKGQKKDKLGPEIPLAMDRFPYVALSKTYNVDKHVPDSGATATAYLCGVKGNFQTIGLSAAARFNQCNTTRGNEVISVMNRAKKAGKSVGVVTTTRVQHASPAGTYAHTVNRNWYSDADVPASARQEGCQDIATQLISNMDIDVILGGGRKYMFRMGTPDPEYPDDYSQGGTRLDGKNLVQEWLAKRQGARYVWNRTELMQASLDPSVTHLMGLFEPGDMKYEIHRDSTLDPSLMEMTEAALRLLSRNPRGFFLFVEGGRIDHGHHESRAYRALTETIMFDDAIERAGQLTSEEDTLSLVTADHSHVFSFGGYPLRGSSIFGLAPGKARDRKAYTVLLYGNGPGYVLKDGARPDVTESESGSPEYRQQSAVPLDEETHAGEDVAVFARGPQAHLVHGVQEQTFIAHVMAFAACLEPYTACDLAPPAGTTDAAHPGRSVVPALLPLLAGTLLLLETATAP
# CYP2C19 inhib: blockers of cytochrome P450 2C19 activity – biochemical, luminescence, ADME assay, primary screen; P33261; CYP2C19 Supersomes, luciferin-H EGE luminescence, 30 min; inhibition, % at 5 µM; actives 21% (n = 96,000); AID 778, 2007;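 active = CYP2C19 inhibition above a set limit at 5 µM in the primary screen, cut at about 50% in these data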;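 also: plate controls were negative control wells for no effect and 2.5 mM tranylcypromine positive control for full effect; values of inactives mirror those of a sister screen read the other way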
# The depositor's hits bear a star; . = no result given.
nr	canonical_smiles	MT1-MMP txn act	CYP2C9 inhib	Mac1 fbg enh	Pyk2 oligo antag	CYP2C19 inhib
1	O=C(NC1CCN(C(=O)N2c3ccccc3Sc3ccccc32)CC1)c1ccccc1Cl	.	49	-4	-1.8	33
2	CCc1sc(C(=O)N2CCN(S(C)(=O)=O)CC2)cc1Br	1.2	22	-1	-0.42	37
3	Cc1nc(NC(=O)CSc2nc3cccnc3n2C2CCCCC2)sc1C	1.3	12	4	0.6	28
4	CCOC(=O)c1cc(OC(=O)c2cccs2)n(-c2ccccc2)n1	1	28	-8	-2.5	12
5	CC(=O)NCCn1ccc2ccccc21	1.2	23	1	-0.44	18
6	COc1ccc(-c2c[n+]3c4n2CCCCC4=C(c2ccc(Br)cc2)C3)cc1	.	-8	25	2.3	12
7	O=C(CSC1=NCCS1)Nc1ccccc1F	1.3	48	-2	1.8	79*
8	CCOC(=O)N1CCN(C(=O)c2cccc(OC)c2OC)CC1	1.1	-11	0	-1.4	28
9	COc1ccc(/C=C2/SC(=S)N(n3c(C)ccc3C)C2=O)cc1	.	18	13	-0.97	4
10	CCOC(=O)c1ccc(NC2OC(=O)c3ccccc32)cc1 (centres undefined)	1	-1	0	-0.36	37
11	O=C(Nc1ccccc1NC(=O)c1c(F)c(F)c(F)c(F)c1F)c1c(F)c(F)c(F)c(F)c1F	1	3	37	-0.41	13
12	CCC(=O)N1CCN(c2ccc(NC(=O)c3cccs3)cc2)CC1	1.4	4	.	-0.26	-12

nr	CYP2C9 act	CYP2C19 activ	Mac1 fbg inh	PLAP activator
1	0.5	0.7	5	1.2
2	0.8	0.6	5	1.2
3	0.9	0.7	-2	1.2
4	0.7	0.9	21	1
5	0.8	0.8	-3	1
6	1.1	0.9	18	1.3
7	0.5	0.2	-1	1.2
8	1.1	0.7	-10	0.9
9	0.8	1	-21	0.8
10	1	0.6	-42	0.9
11	1	0.9	-27	0.9
12	1	1.1	.	0.7

# Quoted at random: three compounds from above
nr	canonical_smiles	MT1-MMP txn act	CYP2C9 inhib	Mac1 fbg enh	Pyk2 oligo antag	CYP2C19 inhib
5	CC(=O)NCCn1ccc2ccccc21	1.2	23	1	-0.44	18
9	COc1ccc(/C=C2/SC(=S)N(n3c(C)ccc3C)C2=O)cc1	.	18	13	-0.97	4
11	O=C(Nc1ccccc1NC(=O)c1c(F)c(F)c(F)c(F)c1F)c1c(F)c(F)c(F)c(F)c1F	1	3	37	-0.41	13

nr	CYP2C9 act	CYP2C19 activ	Mac1 fbg inh	PLAP activator
5	0.8	0.8	-3	1
9	0.8	1	-21	0.8
11	1	0.9	-27	0.9

# Next section:
nr	canonical_smiles	MT1-MMP txn act	CYP2C9 inhib	Mac1 fbg enh	Pyk2 oligo antag	CYP2C19 inhib
13	O=C(c1ccc(O)cc1)c1ccc(Cl)cc1	.	-5	.	0.21	41
14	CCOC(=O)CSc1nnc(CNc2ccccc2Cl)n1-c1ccccc1	1	20	1	0.48	48
15	O=c1[nH]cc(COCc2ccccc2)c(=O)[nH]1	1	-3	-3	0.41	-4
16	COC(=O)c1ccc2c(c1)S(=O)(=O)NC(=NCCCN1CCOCC1)S2	1.1	11	-3	0.75	7
17	Cc1ccc2c(c1)c(C)c(C)n2CC(O)Cn1nnc2ccccc21 (centres undefined)	1.4	64*	-3	0.47	40
18	O=S(=O)(NCc1ccccn1)c1ccc2c(c1)OCCO2	1	-42	-1	1.1	83*
19	COc1ccc(C(=O)Cn2c(Br)nc3c2c(=O)n(C)c(=O)n3C)cc1	1.2	-8	-2	0.05	-7
20	CCn1c(C(C)NC(C)=O)nc2ccccc21 (centres undefined)	.	-2	-2	.	-7
21	COc1ccccc1NC(=O)C1=C(C)Nc2nc(-c3ccc(N(C)C)cc3)nn2C1c1ccncc1 (centres undefined)	1.1	7	-4	-0.62	1
22	Cn1c(SCc2ccc(C(=O)Nc3nccs3)cc2)nnc1-c1ccccc1	.	68*	5	-0.83	32
23	Cc1ccc(S(=O)(=O)CC(N)=O)cc1	1	21	-2	1.4	5
24	COCCNC(=O)CN1CCC(n2c(C)nc3cc(C(F)(F)F)ccc32)CC1	1.1	4	-2	0.46	16

nr	CYP2C9 act	CYP2C19 activ	Mac1 fbg inh	PLAP activator
13	1	0.6	.	1
14	0.8	0.5	-2	1.2
15	1	1	2	0.9
16	0.9	0.9	-13	0.9
17	0.4	0.6	8	1.6
18	1.4	0.2	-13	1
19	1.1	1.1	-5	1
20	1	1.1	-23	1
21	0.9	1	-11	1
22	0.3	0.7	-18	1
23	0.8	0.9	2	0.8
24	1	0.8	-5	1.5

# (listing goes on)
nr	canonical_smiles	MT1-MMP txn act	CYP2C9 inhib	Mac1 fbg enh	Pyk2 oligo antag	CYP2C19 inhib
25	c1ccc(N2CCN(c3nc4cc5c(cc4s3)OCCO5)CC2)cc1	1.3	5	5	0.52	-15
26	Cn1c(SCC(=O)N2CCCc3ccccc32)nnc1-c1c[nH]c2ccccc12	1.1	-21	5	0.26	23
27	CC1CCCC(NC(=O)Nc2cccs2)C1C (centres undefined)	1.1	5	0	0.92	32
28	CC(NC(=O)C1CCN(c2nnc(-n3cccc3)s2)CC1)C12CC3CC(CC(C3)C1)C2 (centres undefined)	1	9	8	0.28	14
29	COc1ccc(NC(=O)C2CCN(Cc3cnn(-c4ccccc4)c3-n3cccc3)CC2)cc1OC	.	41	-5	-0.95	8
30	COc1ccc(C(=O)NCc2nc3ccccc3[nH]2)cc1OC	1	5	-2	.	11
31	CC(C)NS(=O)(=O)c1ccc(OCC(=O)Nc2ccc3c(c2)OCO3)c(Cl)c1	1.2	14	0	-0.2	13
32	CCOc1ccc(OCCCN(C)C)cc1	1.1	-5	-4	0.1	-2
33	CC(C)Sc1nnc([C@H](C)NC(=O)OC(C)(C)C)o1	1.1	24	1	1	57*
34	CC(=O)C1=C(O)C(=O)N(CCC(=O)O)C1c1ccc(Cl)cc1Cl (centres undefined)	1.3	5	6	-0.6	-8
35	COC(=O)c1ccc(NC(=O)COc2ccc(S(=O)(=O)N3CCCCC3)cc2)cc1	1.1	64*	18	-0.06	37
36	COc1ccc2occ(C(=O)c3cccs3)c2c1	1.9	53*	0	-0.63	75*

nr	CYP2C9 act	CYP2C19 activ	Mac1 fbg inh	PLAP activator
25	0.9	1.2	27	0.9
26	1.2	0.8	-13	0.8
27	0.9	0.7	11	0.9
28	0.9	0.9	-1	1
29	0.6	0.9	13	.
30	1	0.9	28	1.6
31	0.9	0.9	-31	0.9
32	1.1	1	-9	1.2
33	0.8	0.4	-10	0.9
34	0.9	1.1	14	1.1
35	0.4	0.6	-1	0.7
36	0.5	0.2	13	0.7

# Following part.
nr	canonical_smiles	MT1-MMP txn act	CYP2C9 inhib	Mac1 fbg enh	Pyk2 oligo antag	CYP2C19 inhib
37	COc1ccc(-c2cn3c(C)c(C(=O)N4CCN(c5ccc(F)cc5)CC4)sc3n2)cc1	1.3	-4	-4	.	-2
38	COc1ccc(S(=O)(=O)O/N=C2\CCSc3ccc(C)cc32)cc1	.	15	-5	1.2	56*
39	Cc1cccc(NC(=O)c2cnc3sccn3c2=O)c1C	1.5	4	2	.	8
40	O=C(c1ccc(Cl)cc1)N1CCC(c2nc(-c3cccs3)no2)CC1	1.1	42	-6	-0.75	42
41	CN=C1SC(CC(=O)Nc2ccc(N3CCOCC3)cc2)C(=O)N1C (centres undefined)	1.1	-20	-1	-0.84	-13
42	O=C(CSc1nnc(-c2ccccn2)n1Cc1ccco1)c1ccccc1	1.2	51*	-5	-0.07	-1
43	O=C(Nc1nnc(COc2ccccc2)s1)c1ccco1	1.1	21	-4	0.15	11
44	Cn1c(=O)c2c(nc(NCCNC(=O)c3ccco3)n2Cc2ccc(Cl)cc2Cl)n(C)c1=O	1.2	22	0	-0.3	27
45	CCOc1ccc(NC(=O)C(=O)NCC2CCCN2CC)cc1 (centres undefined)	.	8	.	-0.21	5
46	O=C(CSc1nnc2scc(-c3ccc(Cl)cc3)n12)NCc1ccc2c(c1)OCO2	1.2	43	2	0.15	26
47	Cc1noc(C)c1COc1ccc(C(=O)OCC(=O)Nc2ccc3ccccc3c2)cc1	1.1	88*	-2	0.13	65*
48	CC(C)Cn1c(CN2CCCCC2C)nc2c1c(=O)n(C)c(=O)n2C (centres undefined)	1.1	12	-4	.	8

nr	CYP2C9 act	CYP2C19 activ	Mac1 fbg inh	PLAP activator
37	1	1	-1	0.9
38	0.8	0.4	46	0.8
39	1	0.9	-9	1
40	0.6	0.6	5	1.1
41	1.2	1.1	-13	1
42	0.5	1	-9	1
43	0.8	0.9	-8	1.1
44	0.8	0.7	-6	0.9
45	0.9	1	.	1
46	0.6	0.7	5	0.9
47	0.1	0.4	4	1.4
48	0.9	0.9	4	1

# Following part:
nr	canonical_smiles	MT1-MMP txn act	CYP2C9 inhib	Mac1 fbg enh	Pyk2 oligo antag	CYP2C19 inhib
49	CN(C)/C=C1\N=C(c2ccc(Cl)cc2Cl)OC1=O	1.5	11	0	-1.1	19
50	O=C(NCc1cccnc1)c1cnc2sccn2c1=O	1.1	-11	-6	.	2
51	CC(C)COC(=O)c1cc(=O)[nH]c2ccccc12	0.9	-23	1	-0.94	-2
52	CCc1nn(CC(=O)O)c(=O)c2ccccc12	1	4	-2	-1.2	-7
53	Cc1ccc(CNC(=O)CSc2nnnn2C)cc1	1.1	24	0	0.61	16
54	O=C(Cc1ccc(-n2c(=S)[nH]c3ccccc3c2=O)cc1)N1CCC(N2CCCCC2)CC1	1	92*	-5	1.6	-2
55	COC(=O)CNC(c1ccccc1Cl)c1cc(Br)ccc1NC(=O)CCN1CCOCC1 (centres undefined)	.	7	7	-0.81	-3
56	CCOc1ccc(NC(=O)CSc2nnc(COc3c(C)cccc3C)o2)cc1	1.1	14	19	.	-10
57	C=C(Cl)COc1ccc2c(CCCC)cc(=O)oc2c1	1.2	92*	2	-0.57	91*
58	CCc1c(O)nc2sc3ccccc3n2c1=O	.	1	10	-0.17	-7
59	O=C(CSc1ccccn1)N1CCN(c2cccc(Cl)c2)CC1	1.2	36	2	0.22	72*
60	CC(C#N)Sc1ncnc2sc3c(c12)CCC3 (centres undefined)	1.1	-54	-4	0.29	20

nr	CYP2C9 act	CYP2C19 activ	Mac1 fbg inh	PLAP activator
49	0.9	0.8	1	1
50	1.1	1	-38	1.1
51	1.2	1	-10	1
52	1	1.1	-8	0.9
53	0.8	0.8	-13	1
54	0.1	1	-12	1.6
55	0.9	1	-20	1.5
56	0.9	1.1	1	0.8
57	0.1	0.1	-5	0.6
58	1	1.1	13	1.2
59	0.6	0.3	1	1
60	1.5	0.8	-23	0.9

# The list continues.
nr	canonical_smiles	MT1-MMP txn act	CYP2C9 inhib	Mac1 fbg enh	Pyk2 oligo antag	CYP2C19 inhib
61	COc1ccc2c(c1)[n+](=O)c(C(C)=O)c(C)n2[O-]	1	22	-2	0.26	11
62	CC1CCc2cc(F)cc3c(O)c(C(=O)NCc4ccco4)c(=O)n1c23 (centres undefined)	1	40	.	-0.39	17
63	Cc1ccc(C)c(N2CCN(C(=O)CCCCn3c(=O)[nH]c4ccccc4c3=O)CC2)c1	1	62*	-4	-1.4	46
64	CC(C)(C)OC(=O)NCCc1nnc(SCc2ccc(Cl)cc2)o1	1	54*	-2	0.01	25
65	Nc1nc2sc3c(c2cc1C(=O)N1CCOCC1)CCCC3	1.2	12	5	1.1	9
66	CC(C)COC(=O)n1ccc(C(=O)N2CCCCC2)n1	.	8	2	0.6	17

nr	CYP2C9 act	CYP2C19 activ	Mac1 fbg inh	PLAP activator
61	0.8	0.9	-3	0.9
62	0.6	0.8	.	1.1
63	0.4	0.5	22	1.3
64	0.5	0.8	-5	0.9
65	0.9	0.9	6	0.9
66	0.9	0.8	3	1.1

# Assay outcomes deposited in PubChem by Sanford-Burnham Center for Chemical Genomics.
